FBPA coupling cs = inhibits coupling enzyme system, counter-screen for aldolase hits | coupling enzyme system counterscreen, AmpLite Red fluorescence | activity change, negative = inhibition, % at 58.2 µM, hits read low | 0.67% of 290,000 active | AID 2472; in the data active = activity change below about -30%; note: % is set by controls: 0 for no effect and ±100 for the full control effect
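Fluorescence at 525 nm excitation and 598 nm emission measured inhibition of the coupled detection system without aldolase. Compounds (at 57.5 uM final) were preincubated 10 min at room temperature with coupling enzyme reagent before a 20 min substrate/AmpLite Red step.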
TCR activator = activates T cell receptor signaling. Potency, µM (top dose mostly 9.22 µM), inactives show top-dose activation of IL-2 secretion, usual class: activators. primary human leukocytes, anti-CD3, IL-2 HTRF, 48 h. 330,000 tested, under 10 active. AID 504894; note: % of control where 0% means no effect
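Primary human leukocytes were stimulated with a-CD3 beads plus compounds for 48 hr without co-stimulation; secreted IL-2 was quantified by HTRF using a-IL-2-K (europium cryptate) and a-IL-2-d2, excited at 320nm with acceptor emission read at 665nm.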
A-T KAP1 phos = potential ataxia-telangiectasia treatments restoring KAP-1 phosphorylation; […] A-T fibroblasts, KAP-1 phosphorylation AlphaLISA; neocarzinostatin DNA damage 30 min before lysis; Potency, µM (series often up to 57.5 µM), for inactives: at the top dose activation, usual class: activators; 0.19% of 320,000 active; AID 485349; note: potency is the fitted concentration of half-maximal effect; % of control where 0% means no effect; nearly all actives have a fitted effect of over 45% in size
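ATM-like activity read as KAP-1 phosphorylation via AlphaLISA donor/acceptor antibody pairs after lysis and 6 hr at 25C. Cells were ATM-null patient fibroblasts ([…], hTERT), dosed 60 min, then exposed to the DSB inducer NCS for 30 min.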
Tb PFK inh = blocks T. brucei phosphofructokinase | T. brucei PFK, ADP-Glo luminescence | Potency, µM (highest dose often 57.5 µM), for the others: at the top dose activity, negative = inhibition, actives largely listed as inhibitors | 0.17% of 330,000 active | AID 485367;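 note: potency is the fitted concentration of half-maximal effect; 0% = uninhibited 1x PFK enzyme wells and -100% = no-enzyme wells; nearly all actives have a fitted effect of over 60% in size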
Target sequence (O15648 whole entry, looked up): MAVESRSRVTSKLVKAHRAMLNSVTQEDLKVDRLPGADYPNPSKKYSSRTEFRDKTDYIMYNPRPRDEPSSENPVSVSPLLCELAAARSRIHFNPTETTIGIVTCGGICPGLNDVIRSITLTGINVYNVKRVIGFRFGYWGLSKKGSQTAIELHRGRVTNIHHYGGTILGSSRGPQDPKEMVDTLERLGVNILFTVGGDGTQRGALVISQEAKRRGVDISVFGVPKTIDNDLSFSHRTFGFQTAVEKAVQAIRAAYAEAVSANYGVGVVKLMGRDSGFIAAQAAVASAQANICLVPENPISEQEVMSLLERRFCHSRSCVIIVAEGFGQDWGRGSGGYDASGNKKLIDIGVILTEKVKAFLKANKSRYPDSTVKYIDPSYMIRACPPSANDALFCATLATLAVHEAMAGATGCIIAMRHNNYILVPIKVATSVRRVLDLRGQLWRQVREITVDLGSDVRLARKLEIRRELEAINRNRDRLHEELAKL
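ADP-Glo luminescence quantified ADP after 45 min at room temperature, with 1.25 nM T. brucei PFK, 0.1 mM ATP and 0.5 mM fructose-6-phosphate in pH 8.0 TEA buffer. qHTS titrations up to 57 µM; curves classified by quality.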
Giardia kill = kills Giardia lamblia | Giardia lamblia trophozoite viability | activity change, % at 7.66 µM, hits read low | 0.15% of 340,000 active | AID 540267; in the data active = activity change below about -80%; inconclusive = between about -30% and that limit;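 note: parasites exposed to compound for two days anaerobically before the ATP read; % is set by controls: 0 for no effect and ±100 for the full control effect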
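Anaerobic 48 hrs incubation at 37 deg C of 100 trophozoites/well with test compounds; ATPLite 1-Step luminescence, 15-30 min RT, reports cellular ATP as viability.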
MLL CXXC-DNA inh = inhibitors of human MLL CXXC domain-DNA interaction. Q03164. MLL-CXXC / FITC-HOXA9 DNA fluorescence polarization. Potency, µM (highest dose often 115 µM), for the others: at the top dose activity change, negative = inhibition, actives largely listed as inhibitors. 0.037% of 290,000 active. AID 2662; active = well fitted inhibition curve with a large enough effect in the polarisation, with a control signal flat, not every such curve was filed as active; inconclusive = small, poorly fitted or top-dose-only effect, or effect the other way, or a change in a side signal; inactive = no such curve, though single readings can be large or run the other way; the % refers to the polarisation; note: potency is the fitted concentration of half-maximal effect
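Fluorescence polarization: 7 uM MLL-CXXC (stock) preincubated 5 min with compounds, then 50 nM fluorescein-HOX-A9 DNA (stock) added; 30 min ambient. Buffer 50 mM Tris-HCl pH 7.5, 50 mM NaCl, 1 mM DTT, 0.05% BSA.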
hERG WT inh = KCNH2 (human, wildtype) channel inhibition. Q12809. U2OS, BacMam KCNH2, thallium flux FluxOr; stronger effect = lower value. activity change, % at 1.84 µM. 0.37% of 340,000 active. AID 720551;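 active = maximum activity change below -70%; inconclusive = maximum activity change between -70% and -50%; inactive = maximum activity change above -50%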; note: % is set by controls: 0 for no effect and ±100 for the full control effect
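U2OS cells were transduced with wild-type KCNH2 virus (2.03 x 10^8 / mL) for 4 h at room temperature, then cultured overnight at 37 C. Thallium flux was read with FluxOr dye. Rate constants were normalized to DMSO controls.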
GALK inhibitor = galactokinase (human) inhibition; 0.007% of 270,000 active; AID 1868; Potency, µM (doses to about 57.5 µM), without a hit: at the top dose activity change, negative = inhibition, most hits filed as inhibitors; Purified GALK, Kinase-Glo residual ATP luminescence; P51570; note: potency is the fitted concentration of half-maximal effect; % is set by controls: 0 for no effect and ±100 for the full control effect
Target sequence (P51570 whole entry, looked up): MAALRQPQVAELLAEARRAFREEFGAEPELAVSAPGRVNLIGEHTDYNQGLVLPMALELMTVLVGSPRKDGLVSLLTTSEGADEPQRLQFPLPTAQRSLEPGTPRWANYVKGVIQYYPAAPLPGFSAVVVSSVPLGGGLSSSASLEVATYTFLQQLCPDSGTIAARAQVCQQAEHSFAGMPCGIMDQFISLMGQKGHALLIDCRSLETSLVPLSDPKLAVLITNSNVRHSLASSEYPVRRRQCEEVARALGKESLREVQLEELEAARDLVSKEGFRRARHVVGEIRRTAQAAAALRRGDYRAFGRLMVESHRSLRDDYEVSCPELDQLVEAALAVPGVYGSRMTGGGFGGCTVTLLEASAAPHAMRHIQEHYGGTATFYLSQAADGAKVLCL
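The enzyme phosphorylates galactose (100 uM) using ATP (35 uM); inhibition is detected as higher residual ATP, quantified by bioluminescence after 1 h reaction at room temperature, pH 8.0.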
TSHR antagonist = blocks TSH signaling through the human TSH receptor; P16473; TSHR-expressing cells, TSH-stimulated cAMP HTRF, 2 h; stronger effect = lower value; AID 504810; 0.2% of 330,000 active; activity change, negative = inhibition, % at 11.5 µM;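 active = activity change below a set negative limit, meaning inhibition stronger than a set level, cut at about -70% in these data; inconclusive = activity change between two set negative limits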; note: % is set by controls: 0 for no effect and ±100 for the full control effect
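Inhibition of cAMP made by TSHR-expressing cells under TSH stimulation (4nM final, EC80; 2 h, 37 deg C) is quantified with a one-step lysis HTRF kit, anti-cAMP cryptate versus cAMP-d2.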
BCR signal inh = chronic active BCR signaling inhibition; 0.05% of 340,000 active; ABC-DLBCL IkBa-CBG/CBR reporter, luminescence ratio, 4 h; Potency, µM (titrated, usually from 46.1 µM), for inactives: top-dose ratio change, negative = lower green/red ratio, hits mostly inhibitors; active = well fitted inhibition curve with a large enough effect in the signal ratio, with a control signal flat, not every such curve was filed as active; inconclusive = small, poorly fitted or top-dose-only effect, or effect the other way, or a change in a side signal; the % refers to the signal ratio;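 note: potency is the fitted concentration of half-maximal effect; plate controls were basal doxycycline-induced cells for no effect and cells given 10 µM MG132 for full effect; MG132 reads +100%, hits lower the ratio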
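Cell line TMD8 (human ABC DLBCL), stably expressing tet-inducible CBG68-IkBa fusion and CBR; IMDM/0.5% FBS; cpd up to 46 uM; dox induction, 4 h, 37C/5% CO2; dual luminescence; green/red ratio; MG132 control.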
An asterisk follows results filed as active; i = inactive; u = inconclusive; x = no result given; [ ] = remark or other dose. Unless noted, calls come from the whole dose curve; as a rule, active = well fitted curve in the direction sought with a large enough effect; inconclusive = small, poorly fitted or top-dose-only effect, or another doubt; inactive = no such curve, though single readings can be large; an effect the other way counts as inactive or inconclusive.

entry	mol	FBPA coupling cs	TCR activator	A-T KAP1 phos	Tb PFK inh	Giardia kill
1	COCCNC(=O)c1c[nH]c2ccc(S(=O)(=O)N(C)c3ccc(C)c(C)c3)cc2c1=O	1	1%	7.1µM*	2%	-4
2	CCn1c(N2CCN(CC(=O)c3c(C)n(C)c4ccc(OC)cc34)CC2)nc2c1c(=O)[nH]c(=O)n2C	3	7%	6%	0%	-1
3	Cc1nn(CC(=O)Nc2ccc(S(N)(=O)=O)cc2)c(=O)c2ccccc12	0	1%	20%	-4%	13
4	CCOC(=O)C1C(c2ccccc2O)NC(=O)NC1(O)C(F)(F)F (stereo not given)	-1	-1%	1%	-3%	6
5	Cc1cc2nn(-c3ccc(F)cc3)nc2cc1N	-9	-3%	25%	1%	-9
6	O=C(c1cccc(NS(=O)(=O)c2ccccc2)c1)N1CCCC1	x	3%	28%	2%	11
7	Cn1c(SCC(=O)Nc2cccnc2Cl)nnc1-c1ccco1	x	9%	14%	0%	7
8	COc1ccc(/C=N/NC(=S)Nc2ccccc2)cc1	4	10%	12%	-3%	-12
9	Cc1cccc(OC(=O)c2cn(C)nc2C(F)(F)F)c1C	7	6%	x	5%	-15
10	CN(C)CCNC(=O)C(=O)C1C(=O)Nc2ccccc21 (stereo not given)	-1	x	1%	0%	x
11	c1cncc(-c2nn[nH]n2)c1	2	-5%	-2%	3%	1
12	CCOc1ccc(CO/N=C/c2c(C)[nH]c(=O)[nH]c2=O)cc1	5	-1%	-1%	-1%	4
13	CCc1ccc(N2C(=O)C(Cl)=C(N3CCOCC3)C2=O)cc1	6	3%[46.1 µM]	-6%	0%	5
14	COc1cc(-c2nnc(CSc3nnc(Nc4ccc(C(C)C)cc4)s3)o2)cc(OC)c1OC	5	5%[46.1 µM]	2%	5%	4
15	Cc1[nH]nc2c1-c1nc3ccccc3nc1C(C)(C)C2	0	4%	4%	-12%	0

entry	MLL CXXC-DNA inh	hERG WT inh	GALK inhibitor	TSHR antagonist	BCR signal inh
1	-14%	-4	-2%	14	1%
2	10%	4	4%	-9	u
3	-9%	1	1%	4	-1%
4	14%	-24	-1%	3	-1%
5	-5%	-2	-4%	3	u
6	-10%	-9	-6%	7	7%
7	x	0	x	22	-1%
8	-5%	5	5%	12	u
9	-4%	5	1%	28	-17%
10	6%	x	1%	-4	u
11	-4%	1	2%	2	4%
12	11%	21	0%	23	1%
13	0%	3	2%	26	u
14	-7%	4	-2%	6	-8%
15	6%	1	3%	-30	u

Next part, starting with the last 5 of the part before.
entry	mol	FBPA coupling cs	TCR activator	A-T KAP1 phos	Tb PFK inh	Giardia kill
11	c1cncc(-c2nn[nH]n2)c1	2	-5%	-2%	3%	1
12	CCOc1ccc(CO/N=C/c2c(C)[nH]c(=O)[nH]c2=O)cc1	5	-1%	-1%	-1%	4
13	CCc1ccc(N2C(=O)C(Cl)=C(N3CCOCC3)C2=O)cc1	6	3%[46.1 µM]	-6%	0%	5
14	COc1cc(-c2nnc(CSc3nnc(Nc4ccc(C(C)C)cc4)s3)o2)cc(OC)c1OC	5	5%[46.1 µM]	2%	5%	4
15	Cc1[nH]nc2c1-c1nc3ccccc3nc1C(C)(C)C2	0	4%	4%	-12%	0
16	CN1c2ccccc2C(C)(C)C12CC(c1ccc(Cl)c(S(=O)(=O)N3CCCC3)c1)=NO2 (stereo not given)	-2	-4%[46.1 µM]	2%	-1%	x
17	CCOc1ccc(Cc2c(Cl)nc(N)nc2Cl)cc1	5	x	x	-3%	-14
18	CCc1cc2c(=O)n(Cc3ccco3)c(SCc3c(C)noc3C)nc2s1	0	-4%	10%	0%	-1
19	O=C(O)C1CCCN1c1ncccc1[N+](=O)[O-] (stereo not given)	1	-8%	-2%	-5%	-3
20	COc1ccc(-n2nnnc2SCC(=O)N2CCN(C(=O)c3ccco3)CC2)cc1OC	2	8%	6%	-1%	-17
21	CN1C=CC2=C(C#N)C(N)C(C#N)(C#N)C(c3ccccc3)C2C1 (stereo not given)	-24	-2%	-8%	-2%	9
22	CCOc1ncccc1C(=O)N1CCN(C(=O)c2ccccc2)CC1	3	x	1%	2%	-4
23	O=C(O)/C=C/C(=O)NCCNc1ncc(C(F)(F)F)cc1Cl	4	2%	-4%	-23%	-29
24	CCCN1CCN(S(=O)(=O)c2ccc3c(c2)CCC(=O)N3)CC1	x	3%	-3%	-3%	-1
25	OCCC1CN(Cc2ccccc2-c2ccco2)CCN1Cc1ccccc1 (stereo not given)	-5	0%	4%	3%	28
26	O=C(Nc1ccc2oc(=O)ccc2c1)c1cccnc1	-5	-5%[46.1 µM]	1%	-8%	-3
27	COc1ccc(CCNC(=O)CCC(=O)N2CC(C)Oc3ccccc32)cc1OC (stereo not given)	2	-5%	-2%	0%	3
28	CCc1nc(Nc2ccccc2O)c2oc3ccccc3c2n1	0	0%	0%	-3%	-10
29	O=C(CN1CCOCC1)Nc1ncc(Cc2ccccc2Cl)s1	-3	1%	-2%	0%	1
30	COc1cccc(/C=N/n2c(-c3cccs3)n[nH]c2=S)c1	3	-4%	-9%	-15%	-8

entry	MLL CXXC-DNA inh	hERG WT inh	GALK inhibitor	TSHR antagonist	BCR signal inh
11	-4%	1	2%	2	4%
12	11%	21	0%	23	1%
13	0%	3	2%	26	u
14	-7%	4	-2%	6	-8%
15	6%	1	3%	-30	u
16	-1%	x	1%	1	0%
17	-2%	-1	0%	-8	-19%
18	6%	-4	3%	-9	u
19	10%	-2	7%	-3	5%
20	u	7	1%	8	-2%
21	0%	-20	4%	-10	3%
22	4%	-11	1%	-4	-3%
23	0%	i	1%	1	0%
24	x	4	x	8	-1%
25	-6%	45	1%	26	-2%
26	3%	-2	-4%	26	u
27	x	9	x	-3	-1%
28	-4%	-3	2%	9	-8%
29	0%	-3	3%	10	-20%
30	5%	-5	-8%	14	14%

New compounds follow.
entry	mol	FBPA coupling cs	TCR activator	A-T KAP1 phos	Tb PFK inh	Giardia kill
31	COc1cc(Cn2ccnc2)c(OC)cc1Cn1ccnc1	3	x	6%	-1%	-7
32	Cc1ccc(C)n1-c1sc2c(c1C#N)CCCC2	4	-3%[46.1 µM]	0%	5%	-13
33	CCNC(=S)N1CCCC(C(N)=O)C1 (stereo not given)	3	-6%	4%	7%	-4
34	C=CCn1c(SCC(=O)NC(N)=O)nnc1-c1cc2c(s1)CCC(CC)C2 (stereo not given)	-1	4%[46.1 µM]	-3%	-1%	0
35	COC(=O)Cc1ccc(OCC(=O)Nc2ccc(OC(F)(F)F)cc2)cc1	0	2%[46.1 µM]	3%	-2%	-15
36	O=C(NCc1cccnc1)c1cccs1	1	-14%	-4%	-1%	3
37	COc1ccc(NC(=O)C(c2ccc(C)cc2)N(C)C(=O)Cc2cccs2)cc1 (stereo not given)	3	3%[46.1 µM]	-2%	0%	-21
38	Cc1ccc(S(=O)(=O)CCc2nnc(NC(=O)COc3cccc(C)c3)s2)cc1	5	-3%	10%	0%	-2
39	Cc1cc(C)c[n+](C2=C([O-])c3ccccc3C(=O)/C2=N\S(=O)(=O)c2cccs2)c1	0	5%[46.1 µM]	2%	0%	-13

entry	MLL CXXC-DNA inh	hERG WT inh	GALK inhibitor	TSHR antagonist	BCR signal inh
31	1%	-6	5%	-1	-1%
32	8%	-7	-3%	-8	10%
33	22%	-1	0%	-17	-3%
34	1%	-3	0%	-2	2%
35	2%	-4	-2%	-5	0%
36	-6%	11	0%	25	8%
37	-7%	7	1%	10	-4%
38	24%	6	-2%	-5	-1%
39	3%	0	-3%	36	-1%
